# Myeloid diff MLP = promotes myeloid progenitor differentiation. ER-HoxA9 myeloid progenitors, lysozyme-GFP differentiation, flow cytometry. calls only at 10 µM. actives 1% (n = 360,000). AID 624256;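 active = normalized GFP-positive differentiation at or above the plate's own cutoff, the solvent-only control mean plus 3 SD; inconclusive = no clear call, values can overlap the other calls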;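 note: cells exposed to compound for four days before flow analysis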
# XIAP displacement = XIAP antagonists, biochemical, IAP family, fluorescence polarization (AID 1018) | XIAP BIR domain, fluorescence polarization peptide displacement; higher % means a stronger effect | one-dose displacement, % at 20 µM; IC50 in µM for titrated hits | actives 0.007% (n = 200,000); in the data active = displacement above about 50%; note: a part of the inactive calls stands beside numbers as strong as those of hits
# TNAP activators = human TNAP enzyme activators, primary screen, biochemical, luminescent, no phosphate acceptor, uHTS (AID 1001). purified TNAP, luminescent activation assay, no phosphate acceptor; higher activation fold means a stronger effect. activation fold at 20 µM; hits with a dose series show EC50 in µM. actives 0.03% (n = 200,000); in the data active = activation fold from about 3, or a potency from the dose series; inactive = the rest, 99 in 100 with activation fold below about 1.6; note: many of its hits are not listed in these tables
# PMI inhibitors = inhibitors of human PMI, primary screen, biochemical, fluorescence intensity, coupled assay (AID 1209); purified PMI enzyme, coupled fluorescence intensity; higher % means a stronger effect; inhibition, % at 20 µM; hits with a dose series show IC50 in µM; actives 0.42% (n = 190,000);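 note: plate controls were DMSO vehicle for no effect and wells lacking substrate for full effect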
# SIAH1 antagonists = blockers of Siah-1 interaction with plectin peptide – biochemical, fluorescence polarization, rhodamine-plectin, uHTS, primary screen (AID 1817). Siah-1 / rhodamine-plectin peptide fluorescence polarization; higher % means a stronger effect. one-dose displacement, % at 20 µM; IC50 in µM for titrated hits. actives 0.02% (n = 290,000);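 active = displacement of at least 50% at 20 µM, with a fluorescence ratio check between 0.3 and a set limit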;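 note: plate controls were Siah plus tracer with DMSO for no effect and tracer alone without Siah for full effect; strong numbers were not always called active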
# RSV antiviral HEp-2 = RSV antiviral activity via CPE protection, HEp-2 cells, primary 10 µM value included (AID 2391); HEp-2 cells, RSV-induced CPE inhibition; higher % means a stronger effect; CPE inhibition, % at 10 µM; hits with a dose series show IC50 in µM; actives 0.13% (n = 310,000); in the data active = a potency from the dose series; inconclusive = CPE inhibition mostly from about 23% at the one dose, without a potency; inactive = the rest, 99 in 100 with CPE inhibition below about 21%; note: strong numbers were not always called active
# WT yeast gro inh = growth inhibition of WT yeast, mitochondrial fusion screen | mitochondrial fusion phenotypic screen, WT strain | inhibition, % at 10 µM | actives 2.1% (n = 190,000) | AID 1362; in the data active = inhibition above about 58%; tested in S. cerevisiae
# human PMI inhibitors = human PMI inhibitors, high substrate, primary screen, biochemical, fluorescence intensity, high mannose 6-phosphate (AID 1220); recombinant PMI enzyme, coupled fluorescence intensity; higher % means a stronger effect; inhibition, % at 20 µM, or IC50 in µM where a hit was titrated; actives 0.66% (n = 190,000)
# PhoP inhibition = inhibitors of PhoP regulon expression, primary screen, Salmonella Typhimurium, GFP reporter (AID 1863). S. Typhimurium PhoP-regulated promoter GFP reporter, 4 h; higher % means a stronger effect. inhibition, % at 50 µM; hits with a dose series show IC50 in µM. actives 0.16% (n = 300,000);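 active = inhibition over 29.93%, a cutoff 3 SD above the screen mean, later confirmed by dose response; inconclusive = inhibition over 29.93% but no dose response follow-up; inactive = inhibition at most 29.93% or unconfirmed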;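 note: 0% = low Mg2+ inducing control and 100% = high Mg2+ repressing control; strong numbers were not always called active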
# WT yeast gro inh mutant strain = further read-out of WT yeast gro inh, marked with its call; inhibition, %; mitochondrial fusion phenotypic screen, mutant strain inhibition
# Myeloid diff MLP GFP+ MAC1+ % = further read-out of Myeloid diff MLP, marked with its call; GFP+ MAC1+ double positive, %; measured here: differentiation confirmed by MAC1 staining
# Active calls of the source: *; i = inactive; ? = inconclusive; · = no result given. Cut-off read from the data, not from the text of the source, unless noted: active = inhibition above about 50%; inactive = the rest.
SMILES,Myeloid diff MLP,Myeloid diff MLP GFP+ MAC1+ %,XIAP displacement,TNAP activators,PMI inhibitors,SIAH1 antagonists,RSV antiviral HEp-2,WT yeast gro inh,WT yeast gro inh mutant strain,human PMI inhibitors,PhoP inhibition
O=C(COC(=O)c1ccccc1NC(=O)c1ccco1)NCCC1=CCCCC1,i,0.8,-3.0%,1.2,6%,1%,1.0%,-9,-29,-3%,-17%
CSc1nsc(SCC(=O)Nc2ccccn2)n1,i,0.7,-6.1%,1,13%,0%,8.6%,3,7,16%,-13%
Cn1nccc1CNC(=O)c1c(Cl)cnn1C,i,0.1,2.4%,1.2,44%,8%,1.5%,-7,-4,26%,-21%
CCc1cc2c(SCC(=O)N3CC(=O)Nc4ccccc43)ncnc2s1,i,1.0,5.7%,1.2,-10%,1%,1.7%,12,-12,-3%,17%
O=Cc1ccc(N2CCCC2)c(F)c1,i,0.8,-3.4%,1.1,-2%,1%,3.5%,3,15,-10%,-2%
S=c1[nH]nc(-c2ccncc2)n1/N=C/C=C/c1ccco1,i,0.6,-5.7%,0.9,-42%,32%,2.8%,8,-8,-24%,9%
C=CCn1cccc(C(=O)Nc2ccc(N(C)C)cc2)c1=O,i,0.8,·,·,·,5%,9.8%,·,·,·,-1%
CN1CCN(c2ccc(S(=O)(=O)N3CCCCC3)cc2NC(=O)Cc2ccccc2F)CC1,i,0.6,-1.7%,1.1,10%,-2%,-0.6%,-8,-11,-2%,-1%
COc1cc(NC(=O)c2cc3nc(-c4ccccc4)cc(-c4ccccc4)n3n2)cc(OC)c1OC,i,7.8,-4.2%,1.1,17%,4%,8.3%,25,2,19%,0%
Cc1cc(C)cc(N(CCC#N)C(=O)CSc2nc3nc(C)cc(C)n3n2)c1,i,2.2,-15%,1.1,-1%,-2%,1.1%,-13,-11,9%,7%
CC(NC(=O)c1ccc(N(C)C)cc1)c1ccc(F)cc1 (stereo unspecified),i,0.5,-8.1%,1.1,0%,4%,2.5%,-7,-27,2%,-9%
CCS(=O)(=O)Nc1ccc(C2=NN(C(=O)c3ccco3)C(c3ccc(C)cc3)C2)cc1 (stereo unspecified),i,0.9,-1.8%,1.1,6%,-3%,14%,-6,-9,6%,4%
Cc1ccc(C2(C(=O)N3CCC(n4nc(-c5ccccc5)oc4=O)CC3)CC2)cc1,i,0.3,·,·,·,-2%,1.9%,·,·,·,2%
CCN(CC)CCNC(=O)c1cc2ccccc2nc1Cl,i,0.5,-3.5%,0.9,-1%,-2%,-2.8%,3,12,4%,-3%
N#Cc1ccc(-c2ccc3c(c2)OCO3)nc1SCC(=O)OCc1ccccc1,i,1.2,-4.9%,1.1,8%,0%,-0.6%,1,-8,4%,-7%
COc1ccc(-n2c(N)c(Br)c(=O)[nH]c2=O)cc1,i,6.3,-0.1%,1.1,11%,0%,-0.2%,-5,-19,5%,-6%
COc1ccc(N2C(=O)CC(SC(C)C)C2=O)cc1 (stereo unspecified),i,0.5,4.1%,1.1,-8%,3%,1.0%,-12,-5,-8%,-17%
CCOC(=O)c1ccc(NC(=O)N2CCOCC2)cc1,·,·,-4.0%,1.1,5%,-1%,1.1%,3,-1,4%,0%
Cc1cc(NC(=O)CC#N)n(-c2nc3ccccc3[nH]2)n1,i,0.2,·,·,·,3%,1.1%,·,·,·,-12%
CCO[C@H]1OC(C(=O)NCc2ccccc2)=C[C@@H](c2coc3ccccc3c2=O)[C@@H]1CCCO,i,1.3,0.2%,1,6%,-1%,0.1%,4,10,4%,-4%
Nc1nnc(-c2cn(-c3ccccc3)nc2-c2ccc(Cl)cc2)o1,i,0.6,·,·,·,-5%,0.6%,·,·,·,4%
CCOc1ccc(CCNC(=O)c2ccc(CS(=O)Cc3ccccc3Cl)o2)cc1 (stereo unspecified),i,1.2,·,·,·,0%,?,·,·,·,-2%
CC(Nc1ccnc2cc(Cl)ccc12)c1ccc(S(N)(=O)=O)cc1 (stereo unspecified),i,1.8,·,·,·,-7%,0.4%,·,·,·,8%
Cc1cccc(NC(=O)Cc2ccc(-c3ccccc3)cc2)n1,i,1.0,·,·,·,8%,12%,·,·,·,-2%
COc1ccc(CN(CC(=O)NCc2ccccc2)C(=O)c2csnn2)cc1,i,0.4,-2.8%,1.1,8%,-9%,0.7%,-14,-8,5%,-3%
CCOc1cc(/C=N/Nc2cc(C)nc3ccc(C)cc23)ccc1O,i,0.3,·,·,·,0%,14%,·,·,·,-5%
CCOC(=O)C1CCCN(c2c(C(=O)c3ccccc3)cnc3ccc(OC)cc23)C1 (stereo unspecified),i,5.3,-4.3%,1,-22%,-2%,1.1%,4,29,-10%,-1%
CC(=O)c1cccc(NC(=O)N2CCN(S(C)(=O)=O)CC2)c1,i,5.0,-4.1%,1,12%,-1%,0.4%,-4,13,10%,-5%
CCCN(CCC)CCCNC(=O)CCNS(=O)(=O)c1ccc(Br)cc1,i,0.3,-10%,1,-2%,16%,-0.4%,-5,1,-1%,-6%
O=C(COc1ccc(S(=O)(=O)N2CCCC2)cc1Cl)NC1CC1,i,0.6,-0.7%,1.1,-4%,-2%,-2.2%,5,7,-3%,-3%

# Exported with tabs: entries from further up.
mol	Myeloid diff MLP	Myeloid diff MLP GFP+ MAC1+ %	XIAP displacement	TNAP activators	PMI inhibitors	SIAH1 antagonists	RSV antiviral HEp-2	WT yeast gro inh	WT yeast gro inh mutant strain	human PMI inhibitors	PhoP inhibition
CSc1nsc(SCC(=O)Nc2ccccn2)n1	i	0.7	-6.1%	1	13%	0%	8.6%	3	7	16%	-13%
CCc1cc2c(SCC(=O)N3CC(=O)Nc4ccccc43)ncnc2s1	i	1.0	5.7%	1.2	-10%	1%	1.7%	12	-12	-3%	17%
Cc1ccc(C2(C(=O)N3CCC(n4nc(-c5ccccc5)oc4=O)CC3)CC2)cc1	i	0.3	·	·	·	-2%	1.9%	·	·	·	2%
Cc1cc(NC(=O)CC#N)n(-c2nc3ccccc3[nH]2)n1	i	0.2	·	·	·	3%	1.1%	·	·	·	-12%
Cn1nccc1CNC(=O)c1c(Cl)cnn1C	i	0.1	2.4%	1.2	44%	8%	1.5%	-7	-4	26%	-21%

# New compounds follow
SMILES,Myeloid diff MLP,Myeloid diff MLP GFP+ MAC1+ %,XIAP displacement,TNAP activators,PMI inhibitors,SIAH1 antagonists,RSV antiviral HEp-2,WT yeast gro inh,WT yeast gro inh mutant strain,human PMI inhibitors,PhoP inhibition
Cc1ccc(NC(=O)Nc2cccc(C)n2)c(C)c1,i,0.2,·,·,·,-2%,19%,·,·,·,3%
CCOC(=O)c1c(C)c(C(=O)NCc2ccccc2OC)c(C)n1C,i,0.9,-3.3%,1,12%,4%,1.8%,6,3,11%,-9%
COc1cc(/C=C/c2cc(C(=O)O)c3ccccc3n2)ccc1OC(F)F,i,0.9,·,·,·,2%,29µM*,·,·,·,1%
O=C(CCc1ccccc1)Nc1ccc(S(=O)(=O)N2CCCC2)cc1,i,0.5,-11%,1.1,-1%,-4%,1.6%,-5,-16,2%,-2%
CCN(CC)C(=O)c1cn(C)c2ccc(S(=O)(=O)N(CC)CC)cc2c1=O,i,2.5,-5.2%,1.1,12%,0%,2.9%,-5,5,10%,-4%
Cc1nc(CC(=O)N/N=C/c2ccc(OCC(=O)O)cc2)cs1,i,0.2,·,·,·,-4%,0.8%,·,·,·,-2%
CCc1ccc(C(=O)N2CCCN(C)CC2)s1,i,0.8,·,·,·,-4%,-0.2%,·,·,·,-1%
CCN(Cc1ccncc1)Cc1c(O)ccc2cc(Br)ccc12,i,0.1,-6.5%,1.1,36%,-10%,·,-4,-32,·,-10%
O=C(Cc1ccc(Cl)c(Cl)c1)N/N=C/c1cccnc1,i,1.1,·,·,·,-3%,4.6%,·,·,·,1%
CCOC(=O)c1ccc(-n2ncc(C(=O)OCC)c2N)cc1,i,2.8,-1.9%,1.1,6%,2%,2.7%,-4,-3,2%,7%
COc1ccc(C(=O)N2CCC(C(=O)Nc3ccc(C)cc3)CC2)cc1,i,0.5,-2.5%,1.1,11%,14%,3.1%,7,-4,15%,2%
COC(=O)c1ccc(CSc2ncnc3c2nnn3-c2ccc(OC)cc2)o1,i,0.6,-2.9%,1.1,20%,-4%,0.4%,0,5,17%,0%
COc1cccc(-c2nc(OC(C)C)c3ccccc3n2)c1,i,0.6,1.1%,1.1,13%,2%,9.1%,61*,9.5*,7%,4%
COc1ccc(C(=O)/C=C/Nc2ccc(S(=O)(=O)Nc3nc(C)cc(C)n3)cc2)c(OC)c1,i,0.3,·,·,·,-2%,0.8%,·,·,·,10%
Cc1cccc(NC(=O)Nc2cccc3ccccc23)c1,i,0.6,·,·,·,2%,0.1%,·,·,·,3%
CCN(c1ccccc1)c1nc(=O)c2cccnc2s1,i,0.2,-1.3%,1.1,-16%,11%,-1.9%,-3,-9,-10%,·
COC(=O)CCCCCCCCC(=O)Nc1nc2ccccc2s1,i,0.2,-4.3%,1.1,0%,-3%,0.9%,-4,3,-6%,3%
CC(=O)c1cc2c(cc1NC(=O)CN1CCC(Cc3ccccc3)CC1)OCO2,i,3.0,-4.8%,1,18%,0%,1.6%,-1,-7,10%,1%
N#Cc1ccc(-c2ccccc2)nc1Sc1ccc(F)cc1,i,1.4,-2.0%,1.1,-9%,3%,-0.4%,25,8,-13%,-1%
CCN(CC)C(=O)CSc1nc(C)cc(C)n1,i,0.6,-2.0%,1.1,12%,-3%,0.4%,-3,-4,6%,-8%
Cc1ccc(NC(=S)N2CCN(c3ccccn3)CC2)c(C)c1,i,0.1,-4.4%,1,7%,6%,5.2%,12,0,-2%,5%
Cc1ccc(NC(=O)CN2C(=O)C3CC=C(Cl)CC3C2=O)cc1 (stereo unspecified),i,0.3,·,·,·,-4%,1.4%,·,·,·,11%
NC(=O)COC(=O)CNC(=O)c1ccc(Cl)cc1,i,0.6,-5.6%,1.1,8%,-2%,0.6%,0,-12,12%,5%
O=C(CCOc1ccccc1)NCc1ccccc1,i,0.4,-5.5%,1.1,3%,5%,1.5%,-13,-38,2%,-13%
COc1cc(C(=O)NC2CC(C)(C)CC(C)(C)C2)ccc1OC1CCN(C(C)=O)CC1,i,1.2,·,·,·,9%,-0.2%,·,·,·,5%
Cc1ccc(C)c(S(=O)(=O)N2CCN(C(C(=O)Nc3ccc(F)cc3)c3ccccc3)CC2)c1 (stereo unspecified),i,0.7,-2.1%,1.6,6%,-2%,11%,0,-15,4%,5%
CC(=O)Nc1ccc(OCC[n+]2cccc(C(N)=O)c2)cc1,i,0.3,-11%,1,-5%,-3%,1.6%,-8,9,4%,-8%
O=C(Nc1cccc2ccccc12)NC1CCCCC1,i,0.5,·,·,·,0%,0.3%,·,·,·,-2%
